From PubChem
Salmonella PhoP GFP: Inhibition of PhoP regulon, Salmonella typhi GFP reporter cells, confirmation, 4 h (AID 1850). Salmonella Typhi PhoP-promoter GFP reporter, fluorescence, 4 h; higher % means a stronger effect. one-dose inhibition, % at 50 µM; IC50 in µM for titrated hits. 310,000 tested, 0.33% active; in the data active = a potency from the dose series; inconclusive = inhibition mostly from about 25% at the one dose, without a potency; inactive = the rest, 99 in 100 with inhibition below about 19%;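 also: 0% = induced wells with vehicle and 100% = uninduced wells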
H1N1 NS1A inhibition: NS1A inhibition, H1N1 influenza, cell based functional assay (AID 504329); inhibition, % at 12.5 µM; hits with a dose series show IC50 in µM; NS1A functional cell-based assay, percent inhibition; higher % means a stronger effect; 340,000 tested, 0.3% active; in the data active = a potency from the dose series; inconclusive = inhibition above about 27% without an active follow-up result; also: strong numbers were not always called active
VEEV TC-83 Vero: inhibitors of VEEV TC-83 cytopathic effect, confirmation, Vero cells (AID 588727). one-dose inhibition, % at 20 µM; IC50 in µM for titrated hits. 350,000 tested, 0.13% active. Vero cells, VEEV TC-83 cytopathic effect inhibition; higher % means a stronger effect; in the data active = a potency from the dose series; inconclusive = inhibition mostly from about 14% at the one dose, without a potency; inactive = the rest, 99 in 100 with inhibition below about 12%; also: strong numbers were not always called active
M. tuberculosis: growth inhibition of non-replicating M. tuberculosis (AID 488890); Mycobacterium tuberculosis non-replicating, growth inhibition; higher % means a stronger effect; one-dose inhibition, % at 25 µM; IC50 in µM for titrated hits; 320,000 tested, 0.39% active; in the data active = a potency from the dose series; inconclusive = inhibition mostly from about 82% at the one dose, without a potency; inactive = the rest, 99 in 100 with inhibition below about 76%;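 also: plate controls were DMSO cells for no effect and high antibiotic wells for full effect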
M. tuberculosis HTS: M. tuberculosis growth inhibition, HTS (AID 449762); M. tuberculosis H37Rv growth inhibition, 7H9 media; higher % means a stronger effect; inhibition, % at 25 µM, or IC50 in µM where a hit was titrated; 330,000 tested, 0.59% active; in the data active = a potency from the dose series; inconclusive = inhibition above about 70% without an active follow-up result;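 also: bacterial growth assessed after seven days of incubation; strong numbers were not always called active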
VEEV TC-83 Vero 10K pilot screen: further read-out of VEEV TC-83 Vero, marked with its call; inhibition, %; measured here: 10K pilot screen inhibition
Active calls of the source: *; i = inactive; ? = inconclusive; / = not tested or not shown. Compounds as they come; about 1.5% have a hit in one of these screens.

Preview:
SMILES	Salmonella PhoP GFP	H1N1 NS1A inhibition	VEEV TC-83 Vero	M. tuberculosis	M. tuberculosis HTS	others
Nc1ccc(S(=O)(=O)Nc2nccc(/C=C/c3ccc([N+](=O)[O-])cc3)n2)cc1	-3%	4%	i	-4%	6%
N/C(=N\OC(=O)Cc1ccccc1)c1ccncc1	0%	-8%	0.5%	56%	-2%	VEEV TC-83 Vero 10K pilot screen=1.4
Cc1ccc(S(=O)(=O)N2CCC(=O)N(C(COCc3ccc(C(F)(F)F)cc3)C(C)C)CC2)cc1 (stereo not drawn)	-3%	6%	1.6%	40%	7%	VEEV TC-83 Vero 10K pilot screen=0.8
CC(=O)N/C(=N\c1nc(C)cc(C)n1)Nc1ccccc1Cl	/	-2%	0.1%	/	/
CCn1c(SCC(=O)N(C)C2CCS(=O)(=O)C2)nnc1-c1ccccc1 (stereo not drawn)	2%	-6%	0.9%	14%	0%
COc1ccc(Nc2ncc(C(=O)N3CCC4(CC3)OCCO4)c3ccccc23)cc1	15%	-5%	8.4%	10%	4%

All compounds of this part, from the first entry:
SMILES	Salmonella PhoP GFP	H1N1 NS1A inhibition	VEEV TC-83 Vero	M. tuberculosis	M. tuberculosis HTS	others
Nc1ccc(S(=O)(=O)Nc2nccc(/C=C/c3ccc([N+](=O)[O-])cc3)n2)cc1	-3%	4%	i	-4%	6%
N/C(=N\OC(=O)Cc1ccccc1)c1ccncc1	0%	-8%	0.5%	56%	-2%	VEEV TC-83 Vero 10K pilot screen=1.4
Cc1ccc(S(=O)(=O)N2CCC(=O)N(C(COCc3ccc(C(F)(F)F)cc3)C(C)C)CC2)cc1 (stereo not drawn)	-3%	6%	1.6%	40%	7%	VEEV TC-83 Vero 10K pilot screen=0.8
CC(=O)N/C(=N\c1nc(C)cc(C)n1)Nc1ccccc1Cl	/	-2%	0.1%	/	/
CCn1c(SCC(=O)N(C)C2CCS(=O)(=O)C2)nnc1-c1ccccc1 (stereo not drawn)	2%	-6%	0.9%	14%	0%
COc1ccc(Nc2ncc(C(=O)N3CCC4(CC3)OCCO4)c3ccccc23)cc1	15%	-5%	8.4%	10%	4%
COc1ccc(COC(=O)N/N=C(\C)CC(=O)Nc2ccc(Cl)cc2)cc1	0%	3%	i	12%	-2%	VEEV TC-83 Vero 10K pilot screen=5.2
CCCCc1nnc(NC(=O)c2ccc(-n3cncn3)c([N+](=O)[O-])c2)s1	3%	-5%	6.8%	13%	-5%
Nc1ccc2nn(-c3cccc4ccccc34)nc2c1	-4%	-4%	8.4%	16%	1%
Cc1ccc(Cc2cnc(N3C(=N)SC(c4ccccc4)C3=O)s2)cc1 (stereo not drawn)	8%	-5%	1.8%	44%	11%
Cc1cccc(Cn2c(N(C)Cc3ccccc3)nc3c2c(=O)[nH]c(=O)n3C)c1	-3%	2%	6.2%	/	-1%
CCCOCC(O)CC(Cc1ccccc1)C(=O)NN (stereo not drawn)	9%	-6%	i	-2%	-7%

4 entries already listed, arranged by molar mass, highest first.
SMILES	Salmonella PhoP GFP	H1N1 NS1A inhibition	VEEV TC-83 Vero	M. tuberculosis	M. tuberculosis HTS	others
COc1ccc(Nc2ncc(C(=O)N3CCC4(CC3)OCCO4)c3ccccc23)cc1	15%	-5%	8.4%	10%	4%
Nc1ccc(S(=O)(=O)Nc2nccc(/C=C/c3ccc([N+](=O)[O-])cc3)n2)cc1	-3%	4%	i	-4%	6%
Cc1cccc(Cn2c(N(C)Cc3ccccc3)nc3c2c(=O)[nH]c(=O)n3C)c1	-3%	2%	6.2%	/	-1%
CCCCc1nnc(NC(=O)c2ccc(-n3cncn3)c([N+](=O)[O-])c2)s1	3%	-5%	6.8%	13%	-5%

New compounds follow
SMILES	Salmonella PhoP GFP	H1N1 NS1A inhibition	VEEV TC-83 Vero	M. tuberculosis	M. tuberculosis HTS	others
O=C1CN(C(=O)COc2ccc(F)cc2Cl)c2ccccc2N1	0%	2%	0.3%	12%	3%
Cc1cc(NC(=O)CNCC(c2ccccc2)N(C)C)c([N+](=O)[O-])cc1C (stereo not drawn)	-9%	-28%	i	22%	-9%
CCOP(=O)(c1ccc(N(C)C)cc1)C(O)c1ccncc1 (stereo not drawn)	3%	-1%	0.2%	-4%	-3%
COc1ccccc1OCc1cc(C(=O)N2CCCC(OCc3cccnc3)C2)no1 (stereo not drawn)	-11%	-7%	6.8%	1%	0%
CCN(CC)C(=N)/C(C#N)=N/Nc1ccccc1	7%	/	0.7%	-4%	3%
Cc1oc(=O)c(NC(=O)c2ccccc2)cc1C(N)=O	3%	/	2.4%	-8%	-6%
O=C(CN1C(=O)CSc2ccccc21)NC1CCCC1	-13%	0%	0.6%	3%	-2%
COc1ccccc1N1CCN(C(=O)C2CCN(S(=O)(=O)c3ccc(F)cc3)CC2)CC1	2%	17%	1.2%	16%	-2%
CN(C)S(=O)(=O)c1ccc(Cl)c(NC(=O)CN2CCN(Cc3ccc4c(c3)OCO4)CC2)c1	3%	21%	2.9%	14%	-4%
CC(C)(C)n1nc2c(c1NC(=O)c1ccccc1F)CS(=O)C2 (stereo not drawn)	-13%	3%	1.9%	/	-4%
O=C(Cn1ccc(NC(=O)OCc2ccccc2)nc1=O)NCCc1ccccn1	/	0%	1.0%	-24%	-8%
CCn1c(COc2c(C)cccc2C)nnc1SCc1nc2ccccc2c(=O)[nH]1	6%	-3%	4.4%	12%	-2%
Clc1cccc(CN2CCc3c([nH]c4ccccc34)C2)c1Cl	77µM*	5%	0.8%	5%	-9%
Cc1cc(C)c(OCC(O)CN2CCN(C(=O)c3ccccc3)CC2)c(C)c1 (stereo not drawn)	-3%	-8%	0.7%	24%	1%
COc1ccccc1NC(=O)COC(=O)c1ccccc1C(=O)N1CCN(c2ccccc2)CC1	-13%	-6%	11%	24%	-2%
CCOc1c(Cl)cc(/C=C/C(=O)N(CC)CC(=O)NCc2cccs2)cc1OC	-5%	-15%	4.8%	12%	57%
O=C(Cc1n[nH]c(=O)c2ccccc12)Nc1ccc(-c2nnc3n2CCCCC3)cc1	1%	8%	0.3%	11%	0%
COc1ccccc1/C=[N+](\[O-])C1SC(=S)N(C)C1(C)C (stereo not drawn)	3%	7%	0.4%	-4%	-1%
Cc1c(Br)c([N+](=O)[O-])nn1C(C)C(=O)N1CCCc2ccccc21 (stereo not drawn)	-11%	0%	1.2%	21%	14%
CCOC(=O)N1CCN(C(=O)CSCc2nc(-c3ccccc3F)oc2C)CC1	-3%	5%	i	2%	2%
CCCCNc1nnc(SCC(=O)c2c(N)n(CCC)c(=O)[nH]c2=O)s1	/	-7%	7.8%	13%	0%
CC[C@@H](C)[C@@H]1CN([C@@H](C)CN2CCC[C@H]2CN2C(N)=NC[C@@H]2Cc2ccccc2)C(=N)N1CCCC1CCCC1	/	6%	0.8%	?	?
CSc1ccccc1NC(=O)CN(C)CC(=O)Nc1ccccc1C(F)(F)F	11%	6%	1.5%	4%	2%
O=C(N/N=C/c1ccc([N+](=O)[O-])o1)c1ccc(O)cc1	20µM*	6%	1.8%	/	?
Cc1c(Nc2cc(N3CCCC(C)C3)c3nonc3c2[N+](=O)[O-])c(=O)n(-c2ccccc2)n1C (stereo not drawn)	-5%	-15%	0.1%	-5%	-5%
COc1ccc(N2Cc3ccc(OC)c(OC)c3C2=O)cc1	6%	6%	1.0%	13%	-3%
Cc1ccccc1N(C(=O)Cc1c[nH]c2ccccc12)C(C(=O)NC1CCCCC1)c1ccco1 (stereo not drawn)	-4%	-6%	5.8%	1%	4%
CC(C)CN(C(=O)CN1CCCCCC1)c1c(N)n(CC(C)C)c(=O)[nH]c1=O	-2%	-6%	i	-5%	-10%
O=C(NC1CCCCCC1)c1ccc(CS(=O)(=O)Cc2ccccc2F)o1	-2%	4%	0.8%	30%	0%
CCCCOCCCNC(=O)CCCOc1ccccc1	7%	-1%	1.6%	61%	-2%
COc1cc(CN2CCNC(=O)C2CC(=O)N2CCCO2)cc(OC)c1 (stereo not drawn)	3%	-12%	i	-7%	-5%
COc1ccc2[nH]cc(/C=N/NS(=O)(=O)c3ccc(C)cc3)c2c1	15%	-1%	i	19%	2%
C=CCSc1nnc(-c2nnc(SCC=C)n2-c2ccccc2)n1-c1ccccc1	0%	5%	1.9%	6%	-1%
c1ccc2c(C[C@@H]3CNCCN3CCC34CC5CC(CC(C5)C3)C4)cccc2c1	/	13%	i	?	?	VEEV TC-83 Vero 10K pilot screen=2.4
COC(=O)c1cc(C#N)c(Oc2cccc(C)c2C)nc1C	4%	-4%	4.9%	6%	5%
O=C(Cc1c(Cl)cccc1Cl)Nc1cccnc1	-4%	0%	i	3%	?
Cc1ccc(C(=O)c2cnc3ccccc3c2-c2ccccc2)cc1	0%	17%	4.4%	-4%	-5%	VEEV TC-83 Vero 10K pilot screen=6.1
O=C(Nc1cc(S(=O)(=O)N2CCOCC2)ccc1Cl)c1ccncc1	/	-6%	2.5%	0%	-2%
CC(C)(O)c1cc(=O)sc2nc3ccccc3n12	-3%	-9%	i	7%	-3%
OCC1CCN(Cc2nc(Cc3ccccc3Cl)no2)CC1	1%	-1%	0.4%	-29%	-3%
CN(C)S(=O)(=O)c1ccc(NC(=O)C2CC(=O)N(Cc3ccccc3Cl)C2)cc1 (stereo not drawn)	-4%	-4%	10%	-6%	-7%
Cc1onc(-c2c(F)cccc2Cl)c1C(=O)Nc1cccc(S(=O)(=O)N2CCOCC2)c1	/	3%	10%	7%	-10%
N/C(=N\OC(=O)c1cnn(-c2ccccc2)c1C(F)(F)F)c1cc(C(F)(F)F)cc(C(F)(F)F)c1	-17%	-1%	3.2%	1%	10%
CCC1/C(=N\O)CC(c2ccco2)NC1c1ccco1 (stereo not drawn)	-3%	-29%	6.6%	-3%	-10%	VEEV TC-83 Vero 10K pilot screen=9.3
COc1ccc2c(CC(=O)OCC(=O)Nc3ccc4c(c3)OCO4)coc2c1	4%	-4%	1.9%	5%	1%
O=C(COC(=O)c1cc([N+](=O)[O-])ccc1N1CCOCC1)c1ccc(Br)cc1	-8%	17%	5.7%	48%	29%
O=C(CSc1nccc(=O)[nH]1)c1ccco1	0%	5%	1.3%	20%	-3%
O=[N+]([O-])c1cccc(C(=S)N2CCN(c3ccccc3)CC2)c1	-10%	3%	0.8%	26%	14%
O=C(Nc1ccc(F)cc1)N1CCCC(c2nc3c(nnn3Cc3ccccc3Cl)c(=O)[nH]2)C1 (stereo not drawn)	-1%	7%	6.0%	-8%	-6%
CN(C)CCCN1C(=O)C(O)=C(C(=O)c2cc3ccccc3o2)C1c1ccccn1 (stereo not drawn)	/	-5%	i	/	/
O=[N+]([O-])c1cc(/C=N/OCc2c(Cl)cccc2Cl)ccc1N1CCOCC1	19%	5%	i	23%	3%

Random excerpt: three entries already listed
SMILES	Salmonella PhoP GFP	H1N1 NS1A inhibition	VEEV TC-83 Vero	M. tuberculosis	M. tuberculosis HTS	others
Cc1onc(-c2c(F)cccc2Cl)c1C(=O)Nc1cccc(S(=O)(=O)N2CCOCC2)c1	/	3%	10%	7%	-10%
O=C(CSc1nccc(=O)[nH]1)c1ccco1	0%	5%	1.3%	20%	-3%
O=C(Nc1cc(S(=O)(=O)N2CCOCC2)ccc1Cl)c1ccncc1	/	-6%	2.5%	0%	-2%
